Pf Dd2 inh = qHTS Primary assay for Inhibitors of Plasmodium falciparum Dd2 growth in vitro; AID 1347417, 2020; P. falciparum Dd2 growth, SYBR Green, 72 h; Potency, µM (doses to about 28.9 µM), for the others: at the top dose activity, negative = inhibition, usual class: inhibitors; actives 4.3% (n = 120,000); active = well fitted inhibition curve with a large enough effect; inconclusive = small, poorly fitted or top-dose-only effect; inactive = no such curve, though single readings can be large or run the other way;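 note: plate controls were DMSO vehicle for no effect and reference drug for full effect; nearly all actives have a fitted effect of over 65% in size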
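Infected erythrocytes (Dd2, 0.3% parasitemia, 2.5% hematocrit final) are added to compound in RPMI-1640/Albumax II medium, grown 72 h at 37C in low oxygen, then lysed with saponin/Triton-X containing SYBR Green and read by fluorescence.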
* = called active by the depositor; i = inactive; ? = inconclusive; [ ] = dose if it differs, or a comment. Potency is the fitted concentration of half-maximal effect. Only part of the results is shown. The share of hits here may be higher or lower than overall.

compound | Pf Dd2 inh
COc1ccc(NC(=O)O[C@@H]2CO[C@H]3[C@@H]2OC[C@@H]3NC(=O)Nc2ccc(C(C)=O)cc2)cc1 | ?
CC(C)N1C[C@H](O)C[C@H]1c1nnc2n1CCN(C(=O)CC1CCCCC1)C2 | 30%
Cc1ccc2c(c1)N1C(=O)OC[C@@H]1CCN(C(=O)c1ccc(C#N)cc1)C2 | -2%[44.1 µM]
COC(=O)c1ccc2c(c1)N(Cc1cc(C)ccc1C)C(=O)c1ccccc1S2(=O)=O | ?
CCOc1ccc(NC(=O)Nc2c(C)n(C)n(-c3ccccc3)c2=O)cc1 | 11%
C[S+](=O)([O-])N1Cc2ccccc2CC2(CCN(CC3CCCCC3)CC2)C1 | -21%
O=C(Cn1c(=O)n(-c2ccccc2Cl)c(=O)c2sc3ccccc3c21)NC1CCCCC1 | -4%
COc1cc(Cl)c(C)cc1NC(=O)CSc1nc2c(c(=O)[nH]1)CCC2 | i
CCOC(=O)C(CC)Sc1ncnc2c1c(-c1ccccc1)cn2-c1ccc(OC)cc1 (stereo not given) | ?
O=c1[nH]nc2n1CCC(NS(=O)(=O)Cc1cccc(F)c1)CC2 (stereo not given) | 43%[activator]
Cc1ccc(NS(=O)(=O)c2ccc3oc(=O)c4ncn(C)c4c3c2)cc1C | 10%
Cc1cccc(C(=O)N2CCC(Oc3ccccc3F)(C(=O)O)CC2)c1 | -7%
COc1ccc(S(=O)(=O)N2CCC3(CCCNC3)C2)c(OC)c1 (stereo not given) | -21%
O=C(Cc1c[nH]c2ccccc12)N1CCc2c(nc(-c3ccc(F)cc3)[nH]c2=O)C1 | ?
Fc1ccc(-c2cnc([C@@H]3COCCN3C3CCC3)[nH]2)cc1 | -6%[44.1 µM]
Oc1c(C(Nc2ccccn2)c2ccccc2F)ccc2cccnc12 (stereo not given) | 1.1µM*
O=C(c1cccs1)N1CCC(N2CC(OCC3CC3)C23CCCCC3)CC1 (stereo not given) | ?
CC(C)CCC(=O)NC1CCN(c2cnn(C)c(=O)c2)CC1 | 7%
COc1cccc(CNC(=O)C2CCCN(c3cnn(Cc4ccccc4)c(=O)c3)C2)c1 (stereo not given) | i
COCCN1CCCC1c1nc(C2CN(C(=O)c3ncccc3C)C2)no1 (stereo not given) | i
CN1C[C@H](O)C[C@H]1c1nnc2n1CCN(Cc1ccc(F)cc1F)C2 | 0%
O=C(Cc1ccccc1Cl)N1CCN(c2cc(C(F)(F)F)ncn2)CC1 | ?
CCOc1cc(-c2noc(-c3ncn4c3COC(c3ccc(OC)cc3)C4)n2)ccc1OC (stereo not given) | 2.5µM*
O=C(Cn1nc2c(cc1=O)CCCCC2)Nc1ccccn1 | -14%
COc1ccc([C@H]2C[C@@H](O)[C@@H](O)[C@@H]2NC(=O)c2ccccc2)cc1 | -25%[44.1 µM]
CCN1CC2(CCC1=O)CCN(CCS(=O)(=O)c1ccccc1)CC2 | -2%
O=C(c1cccs1)c1cn(CCOc2ccccc2F)c2ccccc12 | ?
O=C1CC(c2cn[nH]c2C(=O)O)c2c(n[nH]c2-c2cccs2)N1 (stereo not given) | -4%
O=S(=O)(Nc1ccc(Br)cc1F)c1ccc2nc(-c3ccccc3)[nH]c2c1 | 3%
O=C(CCC[C@@H]1[C@H]2CCCN3CCC[C@@H](CN1C(=O)c1cccnc1)[C@@H]23)NCCc1ccccn1 | -10%
O=C(NCCn1ccn2nc(-c3ccc(F)cc3)cc2c1=O)c1cccs1 | ?
CN1CC(=O)N(c2ccccc2F)Cc2c1ncnc2N1CCOCC1 | 6%
CC1CCN(S(=O)(=O)c2cc(C(=O)NCc3ccccc3)n(C)c2)CC1 | 8%
C[C@@H](NC(=O)c1cccnc1)c1onc(-c2cccnc2)c1C(=O)O | 20%[44.1 µM]
O=C(Cc1c[nH]c2ccccc12)N1CCC(c2nc(CCOCC3CCCC3)no2)C1 (stereo not given) | ?
Cc1nc(C2CC(NC(=O)c3cnc(N)nc3C(F)(F)F)C2)cc(=O)[nH]1 (stereo not given) | -4%
O=C1Nc2ccccc2CN(C/C=C/c2ccccc2)C12CCNC2 (stereo not given) | 11µM*
COc1ccc(-c2nc3c(c(=O)[nH]2)CCN(C(=O)Cc2ccc(OC)c(Cl)c2)C3)cc1 | ?
COc1ccccc1N1CCN(C(=O)c2c3c(nc4ccccc24)C(=O)N(C2CCCCC2)C3)CC1 | -24%
O=C(Cc1c[nH]c2ncc(-c3ccccc3)cc12)NCc1cnccn1 | i

(continued)
canonical_smiles	Pf Dd2 inh
Cc1ccc(C(=O)N2CC[C@](O)(c3ccccc3)[C@H](N(C)C)C2)s1	-4%[5.79 µM]
O=C(CSc1ncc(S(=O)(=O)c2ccc(Br)cc2)c(=O)[nH]1)NCc1ccccc1Cl	31%[activator]
CN[C@H](C(=O)N[C@H]1C[C@@](O)(C(=O)N[C@H](CC(C)C)C(N)=O)C[C@@H](O)[C@@H]1O)C(C)C	17%[44.1 µM]
CCOC(=O)C(C)Sc1nc(-c2ccccc2Cl)cc(-c2ccccc2)c1C#N (stereo not given)	i
COCC(=O)N[C@@H]1CN(Cc2cccc(OC)c2OC)C[C@H]1CO	i
COCC(C)Nc1nccc(C2(c3ccccc3Cl)CCNCC2)n1 (stereo not given)	?
Cn1cc(CN2CC3(COCC(=O)N(Cc4cccc(OC(F)(F)F)c4)C3)C2)cn1	?
CC(C)c1nc2c(c(-c3ccc(O)cc3)n1)CCN(Cc1ccc(OC(F)(F)F)cc1)CC2	?
NC(=O)CN1CCC(C(=O)N2CCCC(CO)(CC3CC3)C2)CC1 (stereo not given)	-14%
COc1ccc(Cl)cc1NC(=O)N1CC(c2noc(-c3ccncc3)n2)C1	?
Cc1noc(C)c1CNC(=O)C1CCCNC1 (stereo not given)	8%
COc1ccc(CCNC(=O)c2c(C)noc2-c2ccccc2Cl)cc1	-15%
CCCS(=O)(=O)N1CCC(F)(c2nc(-c3ccccc3)no2)CC1	-14%
Cc1ccc(-c2nc(CNC(=O)[C@@H]3C[C@@H](O)CN3)[nH]c2-c2ccccn2)cc1	-15%
O=C(NC1CCCCC1)N1CCCC(Cn2c(C3CC3)nc3cccnc32)C1 (stereo not given)	i
COc1cccc([C@@H]2CCN(Cc3cccc4nsnc34)C[C@H]2O)c1	?
COCCn1cnnc1CN(C)C(=O)c1ccc2nc(C)cn2c1	7%
CC(C)NC[C@H]1O[C@@H]2C[C@@H](CC(=O)N3CCC(F)(F)C3)O[C@@H]2[C@@H]1O	23%[44.1 µM]
Cn1cccc1C(=O)N[C@H]1C[C@@H]2C(=O)N[C@H]3CCN(C(=O)Cc4cccs4)[C@@H]3C(=O)N2C1	9%
Cc1ccccc1-n1nc(CO)c(C(=O)NCc2cccs2)n1	39%[activator]
CCOc1ccc2ncc3c(-c4cccc(OC)c4)nn(-c4ccccc4)c3c2c1	i
CNC(=O)[C@@H]1CN(S(=O)(=O)c2cccc(C)c2)C[C@H]1COC	7%
COc1ccc2[nH]cc(CCNC(=O)C3Cn4cccc4C(=O)N3C)c2c1 (stereo not given)	-14%
Cc1cc(C(=O)N2CCC(c3noc(-c4cnccn4)n3)C2)nn1C (stereo not given)	6%[5.79 µM]
O=C(Cc1ccsc1)N1CCOc2ccc(CN3CCc4ccccc4C3)cc2C1	?
COc1cccc(CN2CCCCC(N)C2)c1OCCn1ccnc1 (stereo not given)	-6%
O=S(=O)(c1ccccc1)c1nnn2c1nc(N1CCCCC1)c1ccccc12	-11%
CCOc1ccc(S(=O)(=O)N(CC(=O)Nc2ccc3c(c2)OCO3)c2ccc(C)cc2)cc1	12%
Fc1ccccc1Oc1ncnc2c1oc1ccccc12	-1%
Cc1cccc(N(CC(=O)NCCSCc2ccc(Cl)cc2)S(C)(=O)=O)c1C	-4%
Cc1noc(C)c1S(=O)(=O)N1CCC(Cc2nc(-c3cccnc3)n[nH]2)C1 (stereo not given)	-16%
CC(C)COc1cc(=O)n2c(c1C(=O)N1CCN(c3ccccn3)CC1)CCCCC2	-6%
Cc1c(C(=O)NC[C@H]2C[C@@H]3C=C[C@H]2C3)sc2ncnc(NCCc3ccccn3)c12	-16%
COCc1nncn1C1CCN(S(=O)(=O)c2cccc(C)c2)CC1	5%
Cc1oc(-c2ccccc2F)nc1CN1CCC(C(=O)NCCc2ccccc2)CC1	-14%
O=C(CCc1ccccc1)Nc1ccc(-c2nnc3n2CCCC3)cc1	?
CC(C)C(=O)NC[C@H]1O[C@H](Cc2cc(CN3CCCCC3)on2)CC[C@@H]1O	-9%[44.1 µM]
COC(=O)c1cc(NC(=O)C2CCCN(S(=O)(=O)c3c(C)n[nH]c3C)C2)cc(C(=O)OC)c1 (stereo not given)	0%
O=C1CCN(Cc2cccnc2)CCCC(C(=O)NCc2cc(F)cc(F)c2)CCN1 (stereo not given)	-12%
COc1ccc2[nH]cc(CCN=C(NC(=O)c3ccccc3C)Nc3nc(C)cc(C)n3)c2c1	8.9µM*
COc1ccc(C(=O)N2[C@@H]3CC[C@H]2CC(NC(=O)c2ccncc2)C3)cc1F (stereo not given in full)	5%
CCOC(=O)CCN(Cc1ccccc1)S(=O)(=O)c1csc(C(N)=O)c1	46%[activator]
COc1ccc(C(=O)N2CC[C@@H](CC(=O)O)[C@@H](CCN3CCC[C@H]3C(N)=O)C2)cc1	16%[44.1 µM]
CCCCNC(=O)C1CCc2sc(C(=O)N3CCCCC3)cc2C1 (stereo not given)	?
COc1ccc(CCC(=O)NCc2nnc3c(-c4nc(C(C)C)no4)cccn23)cc1	-5%
COc1ccc(C(=O)N2CCc3ccc(C(=O)NCc4ccccc4)cc32)cc1	i
c1coc(-c2nc3ccccn3c2Nc2ccc3c(c2)OCCO3)c1	i
CN(C)c1ccc2ncc(Nc3cccc(C(F)(F)F)c3)n2n1	i
O=C(CCc1nc2ccc(Cl)cc2[nH]1)N1CCc2n[nH]c(=O)n2CC1	14%
COC(=O)C1=C(C)N=C2SC=C(CC(=O)NC3CC4CCC3C4)N2C1c1ccsc1 (stereo not given)	i
COc1cccc(CNC(=O)C2Cc3cc(S(=O)(=O)N4CCCCCC4)ccc3N2C(C)=O)c1 (stereo not given)	-5%
Cc1cccc(Cn2c(SCc3ccc(C(=O)NC4CCCCC4)cc3)nc3cccnc32)c1	10µM*
CCN1C(=O)C2CC3(CCN(C(=O)c4nccc5ccccc45)CC3)CN2C1=O (stereo not given)	-23%
O=C(Nc1sc2c(c1C(=O)N1CCCCC1)CCCC2)c1ccccc1Cl	-12%
O=C(C1CCC1)N1CCC2(CC1)CN(c1ccccc1)C2=O	-21%
COCCn1nc2n(c1=O)CCN(Cc1ccc(Br)o1)CC2	6%
O=C1COc2ccc(NCc3cccs3)nc2CN1CCOc1ccccc1	i
NS(=O)(=O)c1ccc2nc(NC(=O)COc3ccc(Cl)cc3Cl)sc2c1	20%
Cc1ccc(CCNC(=O)NCc2noc3ccccc23)cc1	14%
O=C(O)C[C@@H]1CCN(C(=O)COc2ccccc2)C[C@@H]1CCN1CCN(c2ccccc2)CC1	-13%

The last seven records of the part above lead into the next.
canonical_smiles	Pf Dd2 inh
O=C(Nc1sc2c(c1C(=O)N1CCCCC1)CCCC2)c1ccccc1Cl	-12%
O=C(C1CCC1)N1CCC2(CC1)CN(c1ccccc1)C2=O	-21%
COCCn1nc2n(c1=O)CCN(Cc1ccc(Br)o1)CC2	6%
O=C1COc2ccc(NCc3cccs3)nc2CN1CCOc1ccccc1	i
NS(=O)(=O)c1ccc2nc(NC(=O)COc3ccc(Cl)cc3Cl)sc2c1	20%
Cc1ccc(CCNC(=O)NCc2noc3ccccc23)cc1	14%
O=C(O)C[C@@H]1CCN(C(=O)COc2ccccc2)C[C@@H]1CCN1CCN(c2ccccc2)CC1	-13%
Cc1ccc(-n2nc(C(=O)N(C)Cc3ccccc3)c3c4ccccc4n(C)c3c2=O)cc1	-14%
CCO[C@H]1COC[C@@H]1NC(=O)c1csc(-c2cccs2)n1	9%
CCCCSCc1cc(C(=O)N2CCC3(CCCN(C)C3=O)C2)oc1C (stereo not given)	-9%
CN(C)[C@@H]1CN(Cc2ccccn2)CC[C@]1(O)c1ccccc1	?
CCCN1C(=O)C(NC(=O)c2ccccc2OC)(C(F)(F)F)C(C(=O)OC)=C1C (stereo not given)	i
O=[S+]1([O-])NC2(CCN(Cc3ccccn3)CC2)COc2ccccc21	5%
OCc1ccc(CN2CCC[C@H]2c2nc(-c3ccc(N4CCOCC4)nc3)no2)o1	-8%[44.1 µM]
O=C(NCc1cccs1)c1ccc(CSc2nc3cccnc3n2Cc2ccc(F)cc2)cc1	?
COc1ccc(-n2c(=O)c3c4c(sc3n(Cc3ccc(F)cc3)c2=O)CCCC4)c(OC)c1	?
Cc1ccc(C)c(NC(=O)CC2NCCNC2=O)c1 (stereo not given)	76%[activator]
CS(=O)(=O)N1CCCC1c1noc(CCC(=O)NC2CCS(=O)(=O)C2)n1 (stereo not given)	0%
CCOc1ccc(-c2cc(-c3nc(-c4ccc(OC)c(OC)c4)no3)[nH]n2)cc1	?
COc1ccc(NC(=O)[C@@H]2COCC(=O)N2Cc2ccccc2)cc1	i
Cc1cccc(S(=O)(=O)N2C[C@@H](F)C[C@H]2C(=O)N2CCCCC2)c1	53%[activator]
Cc1cccc(-n2ncc(C(=O)NCc3ccc4c(c3)OCO4)c2C2CCN(C(=O)OC(C)(C)C)CC2)c1	?

Reprinted at random: 3 records from the list
canonical_smiles	Pf Dd2 inh
CN(C)[C@@H]1CN(Cc2ccccn2)CC[C@]1(O)c1ccccc1	?
COc1ccc(NC(=O)[C@@H]2COCC(=O)N2Cc2ccccc2)cc1	i
CCCN1C(=O)C(NC(=O)c2ccccc2OC)(C(F)(F)F)C(C(=O)OC)=C1C (stereo not given)	i

Bioassay records from PubChem.
